CTSL1 counter: blocks F. hepatica cathepsin L1 in PFM18AAP counter-screen | recombinant F. hepatica cathepsin L1, Z-Leu-Arg-MCA fluorescence | inhibition, % at 5.96 µM | hit rate 0.49% among 300,000 | AID 1906;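 active = inhibition above the mean of all tested compounds plus 3 SD, set per screening campaign, cut at about 17% in these data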;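 note: 0% = plate median of test compound wells and 100% = 1 µM Z-Phe-Ala-diazomethylketone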
core dimer inh: blocks dimerization of HCV core protein; AID 1899; hit rate 0.33% among 300,000; TR-FRET GST/Flag-core106 dimerization, 1536-well; inhibition, % at 5 µM;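 active = inhibition above the mean of all tested compounds plus 3 SD, set per screening campaign, cut at about 45% in these data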
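Material: GST/Flag-tagged HCV core106 proteins. Incubation: 4 h, 22.5 °C incubation. Read-out basis: inhibition (%) from 671 over 617 nm ratio. Measured by: TR-FRET, excitation 340 nm, emission 617 and 671 nm.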
GASC-1 inh: inhibitors of human GASC-1 (JMJD2C) demethylase; inhibition, % at 2.35 µM; GST-JMJD2C(1-420) H3K9me3 demethylation, DELFIA europium; Q9H3R0; hit rate 0.069% among 330,000;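 active = more than half of a compound's replicate wells show inhibition beyond 50%, single wells judged on their own value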;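 note: signal counts dimethyl H3K9 product captured on neutravidin plate; 0% = median of DMSO wells and 100% = 0.3 times that DMSO median; strong numbers were not always called active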
Target sequence (Q9H3R0 1-420 limits assumed): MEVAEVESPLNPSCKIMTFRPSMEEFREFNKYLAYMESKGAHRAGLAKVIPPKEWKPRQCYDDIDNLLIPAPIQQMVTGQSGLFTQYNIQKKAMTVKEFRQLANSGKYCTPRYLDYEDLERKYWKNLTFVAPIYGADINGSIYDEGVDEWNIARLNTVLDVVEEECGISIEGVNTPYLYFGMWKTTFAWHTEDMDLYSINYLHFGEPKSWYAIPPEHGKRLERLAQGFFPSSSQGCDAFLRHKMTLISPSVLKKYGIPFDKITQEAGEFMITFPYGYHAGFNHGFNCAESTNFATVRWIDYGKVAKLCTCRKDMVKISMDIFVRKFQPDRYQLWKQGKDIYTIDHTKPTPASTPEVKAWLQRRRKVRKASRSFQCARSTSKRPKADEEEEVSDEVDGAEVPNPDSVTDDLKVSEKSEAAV
Efflux pump mplx: antifungal efflux pump inhibition, Nile Red retention; S. cerevisiae Candida pump triplex; inhibition, % at 10 µM; hit rate 0.44% among 330,000; AID 485275;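 active = plate passing quality check with inhibition over a set limit, or well fluorescence over plate mean plus 4 SD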;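 note: Nile Red retained in pooled yeast measured as flow cytometry median fluorescence; 0% = buffer negative control and 100% = Enniatin B positive control; higher means more Nile Red kept so more efflux inhibition; some compounds called inactive have numbers as strong as hits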
PREPL inh: inhibits the human prolyl oligopeptidase-like enzyme; hit rate 0.68% among 320,000; recombinant PREPL, fluorescence polarization activity-based probe; inhibition, % at 5.96 µM; Q4J6C6; in the data active = inhibition above about 43%;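 note: 0% = enzyme with DMSO and 100% = wells lacking enzyme; many of its hits are not listed in these tables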
PP5 primary: PP5 (human) phosphatase inhibition. P53041. purified PP5c, OMFP substrate fluorescence. hit rate 0.18% among 320,000. inhibition, % at 6.7 µM;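 active = inhibition above the campaign's mean inhibition across all tested compounds plus 3 SD, cut at about 9.5% in these data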;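 note: 0% = DMSO only and 100% = 100 µM cantharidin control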
TPT1 inh: inhibitors of Candida albicans tRNA 2'-phosphotransferase TPT1; recombinant caTPT1, FP RNA substrate dephosphorylation; inhibition, % at 5 µM; hit rate 0.81% among 300,000; AID 1962;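 active = inhibition above the mean of all tested compounds plus 3 SD, set per screening campaign, cut at about 24% in these data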;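 note: plate controls were DMSO alone for no effect and ferristatin control at 100 nM for full effect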
LYPLA2 counter: LYPLA2 (human) inhibition in PME1 counter-screen; O95372; recombinant LYPLA2, FP-Rh probe fluorescence polarization; inhibition, % at 5.9 µM; hit rate 0.38% among 320,000; AID 2177;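 active = inhibition above the screen-wide mean plus 3 SD, limit set per campaign, cut at about 26% in these data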;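 note: 0% = LYPLA2 with DMSO and 100% = wells lacking LYPLA2 enzyme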
Target sequence (O95372 whole entry, looked up): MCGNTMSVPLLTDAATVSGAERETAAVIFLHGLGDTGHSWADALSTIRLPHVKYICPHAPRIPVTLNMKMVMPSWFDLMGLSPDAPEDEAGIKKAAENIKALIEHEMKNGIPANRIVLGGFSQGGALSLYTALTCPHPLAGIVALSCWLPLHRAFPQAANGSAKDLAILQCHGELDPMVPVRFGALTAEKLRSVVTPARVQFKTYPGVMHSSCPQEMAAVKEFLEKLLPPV
PP1 inh: counter-screen for PP5 inhibitors: inhibitors of human PP1-alpha; P62136; purified PP1alpha, OMFP fluorescence; inhibition, % at 6.7 µM; hit rate 0.9% among 320,000;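 active = inhibition above the mean inhibition of all tested compounds plus 3 SD, computed separately for each screening campaign, cut at about 15% in these data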
Target sequence (P62136 whole entry, looked up): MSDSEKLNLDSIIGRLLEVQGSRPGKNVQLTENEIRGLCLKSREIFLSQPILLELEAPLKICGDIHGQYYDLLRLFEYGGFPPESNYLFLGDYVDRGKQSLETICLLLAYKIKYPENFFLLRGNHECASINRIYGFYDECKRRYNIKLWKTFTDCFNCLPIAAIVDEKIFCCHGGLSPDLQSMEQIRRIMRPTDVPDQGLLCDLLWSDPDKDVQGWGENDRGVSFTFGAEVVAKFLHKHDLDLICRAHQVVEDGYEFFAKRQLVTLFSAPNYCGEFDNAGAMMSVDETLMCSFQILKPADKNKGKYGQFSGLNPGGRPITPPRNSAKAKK
Starred values were filed as active, the others as inactive. The list is partial. The share of hits here may be higher or lower than overall.

How did COc1cc(/C=C2/C(=O)NN(c3cccc(Cl)c3)C2=O)cc(Br)c1O do in these assays?
CTSL1 counter: 1.5; core dimer inh: 12.4; GASC-1 inh: -5.7; Efflux pump mplx: 0.3; PREPL inh: -3.5; PP5 primary: 4.7; TPT1 inh: 129.8*; LYPLA2 counter: -1.0; PP1 inh: 8.5

How did CN(C)/C=C(/C(=O)c1ccccc1Cl)S(=O)(=O)c1ccccc1 do in these assays?
CTSL1 counter: -2.5; core dimer inh: 3.6; GASC-1 inh: -10.8; Efflux pump mplx: -0.2; PREPL inh: 5.7; PP5 primary: 0.6; TPT1 inh: -1.4; LYPLA2 counter: 0.5; PP1 inh: -2.6

Results for COc1cc(-c2nnc(COC(=O)CSCC(=O)Nc3cc(C)on3)o2)cc(OC)c1OC ?
CTSL1 counter: -9.1; core dimer inh: 0.5; GASC-1 inh: 2.8; Efflux pump mplx: -0.1; PREPL inh: -1.3; PP5 primary: -2.1; TPT1 inh: -2.2; LYPLA2 counter: -0.1; PP1 inh: -0.3

Results for Cc1onc(-c2ccccc2Cl)c1C(=O)N(Cc1nc(-c2ccccc2)no1)C1CCCCC1 ?
CTSL1 counter: 0.9; core dimer inh: 3.7; GASC-1 inh: -1.4; Efflux pump mplx: 0.1; PREPL inh: -1.3; PP5 primary: 2.3; TPT1 inh: -3.9; LYPLA2 counter: -4.5; PP1 inh: 4.4

What do the screens show for `O=C1C(Cl)=C(Nc2ccc(F)cc2)C(=O)N1CCc1ccccc1`?
CTSL1 counter: 3.5; core dimer inh: 3.9; GASC-1 inh: 1.6; Efflux pump mplx: -0.1; PREPL inh: -49.5; PP5 primary: 2.8; TPT1 inh: -5.0; LYPLA2 counter: 2.2; PP1 inh: -0.8

How did COc1ccc(S(=O)(=O)N2CCCCCC2)cc1NC(=O)c1c2c(nc3ccccc13)CCN(Cc1ccccc1)C2 do in these assays?
CTSL1 counter: 1.0; core dimer inh: 26.6; GASC-1 inh: -9.1; Efflux pump mplx: -0.5; PREPL inh: 15.1; PP5 primary: 0.7; TPT1 inh: 1.7; LYPLA2 counter: -9.4; PP1 inh: 6.9

Results for CC(=O)c1cc2c(cc1NC(=O)CN1CCC(Cc3ccccc3)CC1)OCO2 ?
CTSL1 counter: -2.8; core dimer inh: 0.9; GASC-1 inh: -0.7; Efflux pump mplx: 0.1; PREPL inh: 2.3; PP5 primary: 0.2; TPT1 inh: 0.6; LYPLA2 counter: 2.9; PP1 inh: -1.8

Results for Cc1cc(C)nc(-n2cc(C(=O)c3cc(F)ccc3O)cn2)n1 ?
CTSL1 counter: -1.5; core dimer inh: 4.0; GASC-1 inh: -3.5; Efflux pump mplx: -0.1; PREPL inh: 2.4; PP5 primary: 1.2; TPT1 inh: -5.8; LYPLA2 counter: 1.3; PP1 inh: -1.6

Results for COc1ccc(CCC(=O)NCC(=O)OCc2ccccc2)cc1 ?
CTSL1 counter: 2.5; core dimer inh: 0.5; GASC-1 inh: -4.3; Efflux pump mplx: -0.1; PREPL inh: -10.9; PP5 primary: -0.4; TPT1 inh: -3.6; LYPLA2 counter: -4.8; PP1 inh: -0.8

How did Cc1nnc2nc(-c3ccccc3)nc(-c3ccccc3)n12 do in these assays?
CTSL1 counter: 1.8; core dimer inh: 0.5; GASC-1 inh: -0.2; Efflux pump mplx: 0.6; PREPL inh: -2.1; PP5 primary: 5.2; TPT1 inh: 0.6; LYPLA2 counter: -12.1; PP1 inh: -0.1

What do the screens show for `CN(Cc1ccc(F)cc1)Cc1nc(CCc2ccccc2)no1`?
CTSL1 counter: 3.3; core dimer inh: 0.1; GASC-1 inh: 0.1; Efflux pump mplx: 0.1; PREPL inh: 5.9; PP5 primary: 2.6; TPT1 inh: 3.1; LYPLA2 counter: -5.3; PP1 inh: -2.6

Results for C=C(C)C(=O)Nc1cccc(C2=NOC3(C2)C[C@@H](C(N)=O)N(C(=O)C(=C)C)C3)c1 (stereo not given in full) ?
CTSL1 counter: -2.4; core dimer inh: -103.3; GASC-1 inh: 9.3; Efflux pump mplx: -0.4; PREPL inh: -6.7; PP5 primary: 1.1; TPT1 inh: 2.9; LYPLA2 counter: -6.3; PP1 inh: 5.2

Random excerpt: two compounds from above, in no set order.
Results for CC(=O)c1cc2c(cc1NC(=O)CN1CCC(Cc3ccccc3)CC1)OCO2 ?
CTSL1 counter: -2.8; core dimer inh: 0.9; GASC-1 inh: -0.7; Efflux pump mplx: 0.1; PREPL inh: 2.3; PP5 primary: 0.2; TPT1 inh: 0.6; LYPLA2 counter: 2.9; PP1 inh: -1.8

Results for Cc1onc(-c2ccccc2Cl)c1C(=O)N(Cc1nc(-c2ccccc2)no1)C1CCCCC1 ?
CTSL1 counter: 0.9; core dimer inh: 3.7; GASC-1 inh: -1.4; Efflux pump mplx: 0.1; PREPL inh: -1.3; PP5 primary: 2.3; TPT1 inh: -3.9; LYPLA2 counter: -4.5; PP1 inh: 4.4

More structures follow:
How did COC(=O)C(C)n1cnc2c(nnn2-c2ccc(C)cc2)c1=O (stereo not given) do in these assays?
CTSL1 counter: -0.9; core dimer inh: -10.4; GASC-1 inh: -23.4; Efflux pump mplx: 0.1; PREPL inh: 5.0; PP5 primary: 1.0; TPT1 inh: -2.2; LYPLA2 counter: 0.8; PP1 inh: -0.5

How did Cc1ccc2nc(C(=O)N3CCc4c([nH]c5ccccc45)C3c3ccccn3)cn2c1 (stereo not given) do in these assays?
CTSL1 counter: -1.1; core dimer inh: 3.9; GASC-1 inh: -0.6; Efflux pump mplx: 0.0; PREPL inh: 2.8; PP5 primary: 0.2; TPT1 inh: 1.5; LYPLA2 counter: -1.4; PP1 inh: -0.8

What do the screens show for `COc1ccc(OC)c(NC(=O)C2CCCN(S(=O)(=O)c3c(C)noc3C)C2)c1` (stereo not given)?
CTSL1 counter: 0.7; core dimer inh: 4.1; GASC-1 inh: -34.5; Efflux pump mplx: -0.2; PREPL inh: 0.8; PP5 primary: -0.4; TPT1 inh: -3.4; LYPLA2 counter: -3.8; PP1 inh: 0.5

Results for CN(CC(=O)Nc1cc(Cl)ccc1C#N)C1CCS(=O)(=O)C1 (stereo not given) ?
GASC-1 inh: -14.2; Efflux pump mplx: 0.0; PREPL inh: 13.3; PP5 primary: -0.8; LYPLA2 counter: 3.3; PP1 inh: -2.2

Results for Cc1cc(OCC(=O)N(Cc2ccccc2)C2CCS(=O)(=O)C2)ccc1Cl (stereo not given) ?
CTSL1 counter: 4.8; core dimer inh: 9.4; GASC-1 inh: -3.3; Efflux pump mplx: 0.1; PREPL inh: 29.4; PP5 primary: -0.7; TPT1 inh: -3.2; LYPLA2 counter: 6.1; PP1 inh: 2.1

What do the screens show for `COCCN(C(=O)C1=COCCO1)c1c(N)n(CC(C)C)c(=O)[nH]c1=O`?
GASC-1 inh: 4.5; Efflux pump mplx: -0.1; PREPL inh: 14.6; PP5 primary: 3.7; LYPLA2 counter: 1.6; PP1 inh: -2.3

How did COc1ccc(CCC(=O)NCc2ccco2)cc1 do in these assays?
CTSL1 counter: 4.9; core dimer inh: 4.8; GASC-1 inh: 1.0; Efflux pump mplx: -0.2; PREPL inh: 7.3; PP5 primary: 1.7; TPT1 inh: 2.4; LYPLA2 counter: -3.2; PP1 inh: 8.3

How did O=S1(=O)CCC(N=Cc2ccc(-c3ccc(Cl)cc3)o2)C1 (stereo not given) do in these assays?
CTSL1 counter: 3.9; core dimer inh: 0.0; GASC-1 inh: -3.3; Efflux pump mplx: 0.0; PREPL inh: 7.3; PP5 primary: 3.1; TPT1 inh: -1.1; LYPLA2 counter: -4.9; PP1 inh: -2.2

Results for O=C(CSc1ccc2nnc(-c3ccccn3)n2n1)Nc1ccc2c(c1)OCCO2 ?
CTSL1 counter: 0.1; core dimer inh: -4.9; GASC-1 inh: -12.6; Efflux pump mplx: -0.1; PREPL inh: -8.8; PP5 primary: 2.9; TPT1 inh: -3.3; LYPLA2 counter: -0.6; PP1 inh: -2.7

How did O=S(=O)(Nc1cc(S(=O)(=O)N2CCOCC2)ccc1NCC1CCCO1)c1ccc(F)cc1 (stereo not given) do in these assays?
GASC-1 inh: 10.0; Efflux pump mplx: 0.1; PREPL inh: 5.0; PP5 primary: 1.3; LYPLA2 counter: -1.4; PP1 inh: -4.1

What do the screens show for `Cc1ccc2c(c1)N(CC(=O)NCc1cccnc1)C(=O)CO2`?
CTSL1 counter: 1.2; core dimer inh: -1.8; GASC-1 inh: -3.6; Efflux pump mplx: 0.0; PREPL inh: 22.2; PP5 primary: 1.2; TPT1 inh: -1.8; LYPLA2 counter: 9.2; PP1 inh: -1.6

How did Cc1ccc(/C=C2/NC(=O)N(Cc3ccccc3)C2=O)s1 do in these assays?
CTSL1 counter: 3.7; core dimer inh: -9.2; GASC-1 inh: -11.3; Efflux pump mplx: -0.1; PREPL inh: -0.5; PP5 primary: -0.5; TPT1 inh: 88.1*; LYPLA2 counter: -6.5; PP1 inh: 0.5

What do the screens show for `Cc1cccc(-c2nnc(N)s2)c1`?
CTSL1 counter: 1.6; core dimer inh: 1.9; GASC-1 inh: -17.3; Efflux pump mplx: 0.2; PREPL inh: 1.5; PP5 primary: 0.2; TPT1 inh: -0.9; LYPLA2 counter: -5.7; PP1 inh: 0.9

How did Cc1cc(Cl)cc(Br)c1OCCCNCC(C)O (stereo not given) do in these assays?
CTSL1 counter: -2.0; core dimer inh: -0.7; GASC-1 inh: -2.4; Efflux pump mplx: 0.0; PREPL inh: -37.1; PP5 primary: -2.0; TPT1 inh: -1.0; LYPLA2 counter: 2.0; PP1 inh: 6.5

Results for CCOC(=O)c1sc2ncn(C(C)C(=O)OCC)c(=O)c2c1C (stereo not given) ?
CTSL1 counter: -1.0; core dimer inh: -0.2; GASC-1 inh: 6.6; Efflux pump mplx: 0.0; PREPL inh: 11.5; PP5 primary: 2.5; TPT1 inh: -6.6; LYPLA2 counter: 3.0; PP1 inh: -0.4

How did Cc1ccc(S(=O)(=O)N2CC(=NN=C(N)N)C2)cc1 do in these assays?
CTSL1 counter: 2.9; core dimer inh: 0.4; GASC-1 inh: 38.3; Efflux pump mplx: -0.2; PREPL inh: -6.0; PP5 primary: 1.8; TPT1 inh: 0.1; LYPLA2 counter: -6.7; PP1 inh: 6.1

Results for Cc1ccccc1C(=O)NNC1=NCCC1 ?
CTSL1 counter: -3.7; core dimer inh: -4.0; GASC-1 inh: -7.8; Efflux pump mplx: -0.4; PREPL inh: 1.1; PP5 primary: 0.2; TPT1 inh: -3.3; LYPLA2 counter: -4.9; PP1 inh: -2.0

How did COc1ccc(C(=S)N2CCOCC2)cc1OC(=O)c1ccccc1 do in these assays?
CTSL1 counter: 2.2; core dimer inh: 10.2; GASC-1 inh: 3.0; Efflux pump mplx: 0.1; PREPL inh: 16.4; PP5 primary: 1.8; TPT1 inh: 0.2; LYPLA2 counter: 14.5; PP1 inh: -0.3

How did Clc1ccc(-c2noc(CSc3nnc(-c4ccncc4)n3-c3ccccc3)n2)cc1 do in these assays?
CTSL1 counter: -3.7; core dimer inh: 8.4; GASC-1 inh: 3.1; Efflux pump mplx: 0.5; PREPL inh: 22.9; PP5 primary: 5.6; TPT1 inh: 2.1; LYPLA2 counter: 9.5; PP1 inh: 9.9

How did Cn1c(N)c(C(=O)COC(=O)C(Cc2ccccc2)NC(=O)c2ccccc2)c(=O)n(C)c1=O (stereo not given) do in these assays?
CTSL1 counter: -11.7; core dimer inh: 3.4; GASC-1 inh: -0.9; Efflux pump mplx: 0.1; PREPL inh: 11.3; PP5 primary: -0.7; TPT1 inh: 1.5; LYPLA2 counter: -7.1; PP1 inh: -1.3

Bioassay records from PubChem.
